# HT1080 viability: cytotoxicity in HT1080 fibrosarcoma cells, cell-based, fluorescence readout (AID 620); hit rate 0.42% among 87,000; HT1080 viability, fluorescence; higher % means a stronger effect; cytotoxicity, % at 10 µM, or EC50 in µM where a hit was titrated; in the data active means cytotoxicity above about 50%;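 further: cells exposed to compound overnight then 4 h with Alamar Blue; 0% = vehicle DMSO and 100% = killing control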
# * hit, by the source's call. An excerpt; the hit share may differ from the screen's.
SMILES,HT1080 viability
CCOC(=O)c1cccc(NC(=O)COC)c1,-12.1%
CCOc1ccc(-n2c(C)nnc2SCC(=O)N(CC)CC)cc1,-5.4%
CCCCCCCCNC(=O)CCNC(=O)c1ccc(C(C)(C)C)cc1,-13.3%
O=C(Nc1cccc2ncccc12)C12CC3CC(CC(C3)C1)C2,-7.5%
C[C@@H](C(=O)NCCc1c[nH]c2ccccc12)[C@H]1C[C@]1(C)[C@H](NC(=O)OCc1ccccc1)c1ccccc1,-14.1%
Cc1ccc(C(=O)CCCn2nnc(-c3cccnc3)n2)cc1C,-3.7%
Cc1ccc(CSc2ncn(-c3ccccc3)n2)cc1,-12.6%
Cc1ccc(-c2nnn(CC(=O)N(CC3CCCO3)C(C(=O)NC3CCCC3)c3ccc(F)cc3)n2)o1 (configuration not stated),-12.5%
CCCn1c(=S)[nH]c2cc(OC)c(OC)cc2c1=O,-13.1%
Cc1ccc(C)c(NC(=S)NC(NC(=O)Cc2cccc3ccccc23)C(Cl)(Cl)Cl)c1 (configuration not stated),-0.8%
CCCCOC(=O)Cn1c(=O)n(CC(=O)OCCCC)c2cc(C)ccc21,-7.4%
CN1CCN(C2OC(=O)c3ccccc32)CC1 (configuration not stated),-0.6%
CC(=O)Nc1ccc(C(=O)OCC(=O)NC(=O)NC(C)(C)C)cc1,1.8%
COc1ccc(CCNC(=O)c2n[nH]c(=O)c3ccccc23)cc1,-5.2%
Cc1ccc(S(=O)(=O)NC(CC(C)C)C(=O)NCc2ccco2)cc1 (configuration not stated),-1.6%
O=C(C1CC1)N(CCN(C(=O)C1CC1)c1ccccc1)c1ccccc1,-3.9%
Cc1ccc(C)c(-n2c(C)cc(/C=N/NC(=O)c3c(C)nc4cc(C)ccn34)c2C)c1,19.1%
Cc1cc(Cl)c(S(=O)(=O)Nc2ccc3c(c2)OCCO3)cc1OCC(=O)NC1CCCCC1,-2.2%
Cn1c(NC(=O)c2ccccc2)c(-c2ccccn2)c(=O)c2ccccc21,-14.1%
COc1cccc(N2CCN(C(c3ccccn3)c3nnnn3C(C)(C)C)CC2)c1 (configuration not stated),-5.4%
Nc1nnc(CCOc2ccccc2Cl)s1,-20.8%
Cc1ccccc1CN1C2=NCCCN2c2ccccc21,-5.3%
CN(C)S(=O)(=O)c1ccc(S(=O)(=O)NC2CCOC(C)(C)C2)cc1 (configuration not stated),6.5%
O=C(c1cccc(-c2nnc(-c3ccccc3)o2)c1)N1CCCCCC1,-11.4%
CCOC(=O)N1CCN(C(=O)c2ccc3c(=O)n(-c4ccc(F)cc4)c(=S)[nH]c3c2)CC1,-14.8%

# New compounds follow
SMILES,HT1080 viability
CCOC(=O)c1[nH]c(C)c(C(=O)OC(C)C(=O)Nc2ncc(Cl)cc2Cl)c1C (configuration not stated),-4.2%
O=C1Cc2cccc3cccc1c23,7.2%
CC(C)OCCCNC(=O)c1ccc(Br)cc1,-13.4%
CC(=O)SC(C)CC(=O)NCc1ccccc1 (configuration not stated),-5.4%
Cc1cc(S(=O)(=O)NC(C)C)ccc1OCC(=O)N1CCOCC1,3.5%
COc1cc2c(cc1OC)C(CC#N)=NC(C)(C)C2,21.3%
C/C=C(/C)C(=O)OC1c2c(ccc3ccc(=O)oc23)OC(C)(C)C1OC(C)=O (configuration not stated),7.5%
Cc1nnc(SCC(=O)N2CCN(c3ccccc3)CC2)n1-c1ccccc1,1.6%
O=C(CN(Cc1ccccc1F)C(=O)Cn1nnc(-c2cccs2)n1)NC1CCCCC1,-3.1%
Cc1c(NC(=O)C2(c3ccccc3)CCCC2)c(=O)n(-c2ccccc2)n1C,-11.6%
COc1ccc(OC)c(NC(=O)C2CCCN(S(=O)(=O)c3cccc4nonc34)C2)c1 (configuration not stated),1.1%
O=C(O)CCCCCCCCCC(=O)c1cccs1,22.1%
COC(=O)[C@@]1(Cc2ccc(OC)cc2)[C@H]2c3cc(C(=O)N4CCCC4)n(CCF)c3C[C@H]2CN1C(=O)c1ccccc1,6.0%
CCCS(=O)(=O)N1CCCC(c2nc(-c3ccc(OC)cc3)no2)C1 (configuration not stated),7.9%
Cc1ccc(-c2nc3ccsc3c(=O)o2)cc1,-0.8%
CCOC(=O)Cn1c(=O)c2c(nc(Br)n2Cc2ccccc2Cl)n(C)c1=O,1.4%
CC1CC(C)CN(CC(=O)N2CCCc3c2c(=O)oc2ccc(OCc4ccccc4)cc32)C1 (configuration not stated),-6.5%
COC(=O)c1cc(COc2ccc3oc(C)c(C(=O)OC(C)C)c3c2)c(C)o1,-16.8%
CCCCN(C(=O)CCC(=O)Nc1cc(C)on1)C(C(=O)NC(C)(C)C)c1cccc(OC)c1OC (configuration not stated),-3.4%
Cc1cc(NC(=O)c2cccc(F)c2)no1,-5.5%
CCCCCCN(C(=O)CCCCCN1C(=O)NC(c2ccccc2)C(C(=O)OCc2ccccc2)=C1C)C(C(=O)NCCCC)c1ccc(OCC(=O)OC)c(C(=O)OC)c1 (configuration not stated),-21.7%
CC(C)NC(=O)C1CC(=O)N(C(C)c2ccccc2)C1 (configuration not stated),4.5%
N#Cc1c(NC2CCCCC2)nc(-c2ccco2)c2c1CCCC2,20.9%
COc1cc(CNn2nnnc2N)ccc1OCc1c(Cl)cccc1Cl,0.2%
CCCC(=O)Nc1ccc2c(c1)nc(CN1CCCC1)n2C,-7.3%

# In a second layout: two of the compounds above
SMILES | HT1080 viability
O=C(O)CCCCCCCCCC(=O)c1cccs1 | 22.1%
Cc1cc(NC(=O)c2cccc(F)c2)no1 | -5.5%

# Next part.
SMILES,HT1080 viability
Cc1cccc(NC(=O)Cc2noc3ccccc23)c1,-19.7%
Cc1nn(-c2ccccc2)c(Cl)c1/C=C1\N=C(c2ccccc2)OC1=O,-13.0%
Cn1c(CSc2nc3ccccc3s2)nnc1SCC(=O)NCCCN1CCOCC1,5.8%
CC1CN(Cc2ccccc2Cl)CC(C)O1 (configuration not stated),-20.0%
CC(=O)c1cccc(N=C2NC(=O)CS2)c1,-7.0%
COc1ccc(CCNC(=O)c2nonc2N)cc1,-6.8%
COCCCn1c(SCC(=O)Nc2sc3c(c2C#N)CCCC3)nnc1-c1ccncc1,2.9%
COc1cc(C(=O)N2CCC(N3CCCCCC3)CC2)cc(OC)c1OC,-27.4%
CCCc1cc(=O)[nH]c(SCC(=O)Nc2ccccc2C#N)n1,3.9%
CCNC(=S)NNC(=O)c1csc(C(C)C)c1,13.5%
Cc1ccc2c(c1)c1c(n2C)-c2[nH]ncc2CC1,6.5%
CS(=O)(=O)c1cccc(C(=O)NCc2ccc(F)cc2)c1,-11.7%
COC(=O)c1sccc1Oc1ccc(F)cc1[N+](=O)[O-],10.4%
Cc1ccccc1C(=O)Nc1nncs1,0.5%
N/C(=N\OC(=O)Oc1ccccc1)c1ccc(Cl)cc1,-1.7%
CCOc1ccccc1N1Cc2ccccc2C1,-14.2%
O=C1CSC2(C(=O)N3CCCc4cccc2c43)N1c1cccc(C(F)(F)F)c1 (configuration not stated),18.6%
O=C(c1cc2c(ccc3ccccc32)o1)N1CCN(c2ncc(C(F)(F)F)cc2Cl)CC1,-11.8%
CCOc1ccc(-n2c(SCC(=O)Nc3ccccc3C)n[nH]c2=O)cc1,-10.3%
C=CCN1C(=O)CSC1=Nc1ccc(O)cc1,2.5%
O=C(OCc1ccc(Cl)cc1Cl)c1cccnc1Cl,34.9%
CSc1nc(-c2ccc(Cl)cc2)nn1S(=O)(=O)c1ccc(Cl)cc1,-13.0%
O=C(Nc1ccc(S(=O)(=O)N2CCCCC2)cc1)c1ccc(CN2CCOCC2)cc1,-1.1%
Cc1ccc(C(=O)NCCCn2ccnc2)cn1,-12.0%
CCOC(=O)c1c(NC(=O)CN(C)C)sc(C(=O)N(CC)CC)c1C,25.3%

# More results.
SMILES,HT1080 viability
COc1ccc2c(c1[N+](=O)[O-])CCC/C2=N/OC(=O)c1ccccc1SC,5.3%
CCC(C)Sc1nc2ccccc2c(=O)[nH]1 (configuration not stated),-5.2%
COc1ccc(-n2c(C)cc(C=O)c2C)cc1Cl,-7.1%
Cc1cc(NC(=O)CSc2nc3ccccc3c(=O)n2C(C)c2ccccc2)no1 (configuration not stated),-2.6%
C=CCN1C(=O)C(Cc2ccc(F)cc2)S/C1=N/N=C/c1cccs1 (configuration not stated),-13.1%
CC(C)(C)c1ccc(OC(=O)c2ccc3nsnc3c2)cc1,-5.2%
COc1cc(C2C(C(C)=O)=C(O)C(=O)N2CCN(C)C)ccc1O (configuration not stated),-8.8%
CCN(CC)C(=O)CSc1nc2cc(OC)c(OC)cc2c(=O)n1Cc1ccc(Cl)cc1,-7.3%
COc1ccc(-c2c(C#N)c(N)nc3c2CCCCCC3)cc1OC,5.9%
CCC(=O)c1cc2c(C)cc(=O)oc2c(C)c1OC,2.3%
COC(=O)c1ccc(C(NC(=O)OCc2ccccc2)/C(I)=C/[C@@H](C)C(=O)NCc2ccc(OC)c(O)c2)cc1 (some centres not stated),-27.4%
CC(=O)c1cnc2cc(C)nn2c1C,14.6%
CCC1=C2CC[C@H]3C(=O)N(CC(=O)OC)C(=O)[C@H]3[C@H]2[C@@]2(C)C(=O)N(Cc3ccccc3)C(=O)N2C1=O,3.4%
CCOc1ccc(CC(=O)C2C(=O)CC(C)(C)CC2=O)cc1OCC,15.1%
O=C(NCc1ccco1)c1ccc2c(c1)N(Cc1ccccc1)C(=O)CS2,-12.2%
CCN1CCN(Cc2cccc(Oc3ccccc3)c2)CC1,-0.3%
CC1CCc2c(sc3nn[nH]c(=O)c23)C1 (configuration not stated),0.4%
CCOc1ccc(Cc2nnc(SCC(N)=O)n2C)cc1,3.4%
CCCCNC(=O)Nc1ccccc1C(=O)Nc1ccc(OC)cc1,1.6%
COc1cccc(-c2cc(C(=O)O)[nH]n2)c1,-10.3%
Cc1ccccc1N(C)C(=O)c1coc(=O)c2ccccc12,-14.2%
COc1ccc(NC(=O)CCCCC#Cc2ccccc2)cc1,5.2%
Cc1ccc(NC(=O)N2CCN(c3ccccn3)CC2)cc1,0.0%
O=C(CSc1nc2ccccc2s1)CSc1nc2ccccc2s1,6.4%
c1cncc(-c2noc(CC3CCCCC3)n2)c1,-2.3%

# 32 of the compounds above, as tab-separated lines.
SMILES	HT1080 viability
CCOC(=O)c1cccc(NC(=O)COC)c1	-12.1%
CCOc1ccc(-n2c(C)nnc2SCC(=O)N(CC)CC)cc1	-5.4%
CCCCCCCCNC(=O)CCNC(=O)c1ccc(C(C)(C)C)cc1	-13.3%
O=C(Nc1cccc2ncccc12)C12CC3CC(CC(C3)C1)C2	-7.5%
C[C@@H](C(=O)NCCc1c[nH]c2ccccc12)[C@H]1C[C@]1(C)[C@H](NC(=O)OCc1ccccc1)c1ccccc1	-14.1%
Cc1ccc(C(=O)CCCn2nnc(-c3cccnc3)n2)cc1C	-3.7%
Cc1ccc(CSc2ncn(-c3ccccc3)n2)cc1	-12.6%
Cc1ccc(-c2nnn(CC(=O)N(CC3CCCO3)C(C(=O)NC3CCCC3)c3ccc(F)cc3)n2)o1 (configuration not stated)	-12.5%
CCCn1c(=S)[nH]c2cc(OC)c(OC)cc2c1=O	-13.1%
Cc1ccc(C)c(NC(=S)NC(NC(=O)Cc2cccc3ccccc23)C(Cl)(Cl)Cl)c1 (configuration not stated)	-0.8%
CCCCOC(=O)Cn1c(=O)n(CC(=O)OCCCC)c2cc(C)ccc21	-7.4%
CN1CCN(C2OC(=O)c3ccccc32)CC1 (configuration not stated)	-0.6%
CC(=O)Nc1ccc(C(=O)OCC(=O)NC(=O)NC(C)(C)C)cc1	1.8%
COc1ccc(CCNC(=O)c2n[nH]c(=O)c3ccccc23)cc1	-5.2%
Cc1ccc(S(=O)(=O)NC(CC(C)C)C(=O)NCc2ccco2)cc1 (configuration not stated)	-1.6%
O=C(C1CC1)N(CCN(C(=O)C1CC1)c1ccccc1)c1ccccc1	-3.9%
Cc1ccc(C)c(-n2c(C)cc(/C=N/NC(=O)c3c(C)nc4cc(C)ccn34)c2C)c1	19.1%
Cc1cc(Cl)c(S(=O)(=O)Nc2ccc3c(c2)OCCO3)cc1OCC(=O)NC1CCCCC1	-2.2%
Cn1c(NC(=O)c2ccccc2)c(-c2ccccn2)c(=O)c2ccccc21	-14.1%
COc1cccc(N2CCN(C(c3ccccn3)c3nnnn3C(C)(C)C)CC2)c1 (configuration not stated)	-5.4%
Nc1nnc(CCOc2ccccc2Cl)s1	-20.8%
Cc1ccccc1CN1C2=NCCCN2c2ccccc21	-5.3%
CN(C)S(=O)(=O)c1ccc(S(=O)(=O)NC2CCOC(C)(C)C2)cc1 (configuration not stated)	6.5%
O=C(c1cccc(-c2nnc(-c3ccccc3)o2)c1)N1CCCCCC1	-11.4%
CCOC(=O)N1CCN(C(=O)c2ccc3c(=O)n(-c4ccc(F)cc4)c(=S)[nH]c3c2)CC1	-14.8%
CCOC(=O)c1[nH]c(C)c(C(=O)OC(C)C(=O)Nc2ncc(Cl)cc2Cl)c1C (configuration not stated)	-4.2%
O=C1Cc2cccc3cccc1c23	7.2%
CC(C)OCCCNC(=O)c1ccc(Br)cc1	-13.4%
CC(=O)SC(C)CC(=O)NCc1ccccc1 (configuration not stated)	-5.4%
Cc1cc(S(=O)(=O)NC(C)C)ccc1OCC(=O)N1CCOCC1	3.5%
COc1cc2c(cc1OC)C(CC#N)=NC(C)(C)C2	21.3%
C/C=C(/C)C(=O)OC1c2c(ccc3ccc(=O)oc23)OC(C)(C)C1OC(C)=O (configuration not stated)	7.5%

# (continued)
SMILES,HT1080 viability
Cc1cc(C)cc(-n2nc(C)cc2N)c1,6.5%
Cc1c(C(=O)NC(C)C)sc2ncn(CC(=O)N3CCC(C)CC3)c(=O)c12,1.2%
CC1=NC(=O)C(N=Nc2cccc3ccccc23)N1c1ccccc1 (configuration not stated),23.2%
O=C(CCN1CCCC1)Nc1ccc(Br)cc1,2.1%
COc1ccc(C2C(C(=O)NCc3cccnc3)c3cc(OC)c(OC)cc3C(=O)N2C)cc1 (configuration not stated),34.7%
CC(C)Cc1nnc(NC(=O)CSc2ccccn2)s1,2.2%
Cc1c(N(C)C(=O)c2ccc3c(c2)OCO3)c(=O)n(-c2ccccc2)n1C,-0.1%

# Screening results (PubChem)
